CXCR6 block = CXCR6 receptor inhibitors, primary screen, cell-based, beta-arrestin, luminescence, CHO-K1 PathHunter, 1536-well. C-X-C chemokine receptor type 6 (Homo sapiens), O00574. inhibition, % at 20 µM. actives 0.36% (n = 360,000). AID 602244, 2012; in the data active means inhibition above about 34%, passing the limit was not always enough;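 further: antagonist mode with CXCL16 agonist at 10 nM final; 0% = 10 nM CXCL16 with DMSO and 100% = unstimulated wells without agonist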
APJ antagonist = antagonists of human apelin receptor APJ, primary screen, CHO-K1 cells, beta-arrestin complementation, luminescence; P35414; inhibition, % at 20 µM; actives 0.32% (n = 330,000); AID 2521, 2010;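 active means inhibition above about 40% at 20 µM, limit read from the data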;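 further: cells challenged with 10 nM apelin-13 agonist together with compound; plate controls were apelin-13 plus DMSO wells for no effect and DMSO wells lacking apelin-13 for full effect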
APJ ag = agonists of human apelin receptor APJ, primary screen, CHO-K1 cells, PathHunter beta-arrestin, luminescence | P35414 | 0% DMSO wells, 100% apelin | activation, % at 20 µM | actives 0.11% (n = 330,000) | AID 2520, 2010;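 active means activation more than six SD over the plate average, tested at 20 µM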;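 further: 0% = DMSO alone and 100% = apelin-13 at 10 nM; some results filed as inactive read as strong as hits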
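Test system: CHO-K1 APJ beta-arrestin complementation cell line | Compound: Single test compound dose, 20 µM final, 1% DMSO | Incubation: Compound 90 min 25 °C, reagent 1 h | Measured by: beta-gal luminescence | Read-out basis: APJ–arrestin association signal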
tim10-1 inh = growth inhibitors of tim10-1 mutant yeast, primary screen, luminescence, uHTS | S. cerevisiae tim10-1 ts strain growth, BacTiter-Glo, 24 h | inhibition, % at 20 µM | actives 2.2% (n = 330,000) | AID 463190, 2010;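 active means inhibition of at least 40%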;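 further: mutant grown at 25 °C; 0% = DMSO wells with yeast and 100% = wells holding no yeast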
Mdm2 MdmX PPI = inhibitors of human Mdm2-MdmX association, primary screen, cell-based, luminescence, split luciferase, SaOS-2, uHTS. inhibition, % at 8 µM. actives 3% (n = 330,000). SaOS-2 split-luciferase Mdm2/MdmX complementation. Protein Mdm4 (Homo sapiens) + E3 ubiquitin-protein ligase Mdm2 (Homo sapiens), …;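 active means inhibition of at least 50% at 8 µM in the primary screen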
Target sequence (O15151 whole entry, looked up): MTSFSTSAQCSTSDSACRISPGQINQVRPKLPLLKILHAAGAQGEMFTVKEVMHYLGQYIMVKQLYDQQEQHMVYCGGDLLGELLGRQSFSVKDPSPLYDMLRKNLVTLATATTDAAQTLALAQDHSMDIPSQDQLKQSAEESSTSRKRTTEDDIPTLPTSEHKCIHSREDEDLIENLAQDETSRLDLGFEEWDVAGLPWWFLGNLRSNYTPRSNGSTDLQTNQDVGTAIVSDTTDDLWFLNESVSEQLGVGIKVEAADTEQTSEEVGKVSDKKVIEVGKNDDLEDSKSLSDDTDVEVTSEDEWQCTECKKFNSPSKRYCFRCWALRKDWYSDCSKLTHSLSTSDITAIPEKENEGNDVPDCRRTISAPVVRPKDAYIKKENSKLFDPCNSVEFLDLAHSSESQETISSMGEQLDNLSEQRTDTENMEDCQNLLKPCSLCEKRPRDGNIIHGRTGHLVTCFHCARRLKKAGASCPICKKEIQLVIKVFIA
Target sequence (Q00987 whole entry, looked up): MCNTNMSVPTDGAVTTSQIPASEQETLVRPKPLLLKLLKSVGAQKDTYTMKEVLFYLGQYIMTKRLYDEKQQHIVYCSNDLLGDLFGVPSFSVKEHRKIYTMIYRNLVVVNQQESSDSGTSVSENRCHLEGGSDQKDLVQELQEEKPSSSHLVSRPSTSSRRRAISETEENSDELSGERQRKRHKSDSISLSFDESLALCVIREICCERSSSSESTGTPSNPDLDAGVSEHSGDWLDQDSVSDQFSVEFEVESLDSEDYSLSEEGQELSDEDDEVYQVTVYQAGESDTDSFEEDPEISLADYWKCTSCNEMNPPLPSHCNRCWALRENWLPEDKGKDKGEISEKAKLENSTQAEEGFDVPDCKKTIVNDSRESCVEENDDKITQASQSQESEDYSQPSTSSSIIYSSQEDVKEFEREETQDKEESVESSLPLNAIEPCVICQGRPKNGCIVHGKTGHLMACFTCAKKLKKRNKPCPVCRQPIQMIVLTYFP
UPR CHOP act = activators of apoptotic CHOP UPR arm, primary screen, cell-based, CHO-CHOP luciferase reporter, luminescence, uHTS; UPR activation; percent of tunicamycin response over DMSO baseline; activation, % at 10 µM; actives 0.34% (n = 330,000);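 active means at 10 µM dose, activation of 40% or more, normalized to positive control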;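 further: 100% = tunicamycin at 10 µg/mL and 0% = DMSO alone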
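measured by = luciferase luminescence | assay system = CHO-CHOP cells, stable luciferase reporter of PERK-eIF2a-CHOP signalling | amount = 500 reporter cells seeded per well | timing = 6 h compound exposure at 37 °C after overnight seeding | controls = positive tunicamycin 10 µg/mL, negative DMSO alone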
tim23-1 inh = growth inhibitors of tim23-1 mutant yeast, primary screen, luminescence, uHTS; AID 463212, 2010; inhibition, % at 20 µM; S. cerevisiae tim23-1 growth, BacTiter-Glo luminescence, 24 h; actives 1.3% (n = 330,000);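 active means growth inhibition of the mutant yeast at or above 50%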;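 further: temperature-sensitive mutant grown at 25 °C; plate controls were DMSO-treated mutant yeast for no effect and medium wells lacking yeast for full effect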
TIM10 inh = growth inhibitors of isogenic TIM10 control yeast, primary screen, counter-screen for tim10-1 yeast inhibitor project, luminescence, uHTS | actives 1.4% (n = 330,000) | S. cerevisiae TIM10 strain growth, BacTiter-Glo luminescence, 24 h | inhibition, % at 10 µM;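 active means inhibition of 40% or more at the single tested concentration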;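 further: wild-type TIM10 isogenic control strain grown at permissive 25 °C; 0% = DMSO yeast wells and 100% = minimal medium wells without yeast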
XBP1 UPR activ = activators of adaptive XBP1 UPR arm, primary screen, cell-based, CHO-XBP1 luciferase reporter, luminescence, uHTS; actives 0.33% (n = 330,000); activation, % at 20 µM; IRE1-XBP1 UPR activation; percent of tunicamycin response, DMSO as zero;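 active means versus positive control, 20 µM dose yields 30% or more activation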;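 further: 100% = tunicamycin at 10 µg/mL and 0% = DMSO only wells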
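Material: IRE1-XBP1 luciferase reporter CHO line / Quantity: one thousand reporter cells per well / Buffer or medium: F12 with 10% serum / Compound: 20 µM single concentration, DMSO 1% / Times: 6 h treatment, 37 °C / Detection: Steady-Glo luciferase glow luminescence, 10 min after reagent addition / Benchmarks: tunicamycin high, DMSO low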
The depositor's hits bear a star; nt = not tested or not shown. Only part of the results is shown, so the mix of outcomes need not match the whole.

SMILES	CXCR6 block	APJ antagonist	APJ ag	tim10-1 inh	Mdm2 MdmX PPI	UPR CHOP act	tim23-1 inh	TIM10 inh	XBP1 UPR activ
NC(=O)CN1C2CCC1CC(NC(=O)C1CC1)C2 (stereo not drawn)	-6	8	-4	6	20	-0.1	-1	11	1
CN1CCN(c2c(C#N)c(C(F)(F)F)nn2C)CC1	7	-8	-2	6	-2	-1.1	15	2	0
COP(=O)(NC(=O)C(Cl)(Cl)Cl)OC	-1	20	3	-5	19	0.5	2	4	-3
C[C@]12CC[C@H](O)CC1=CC(=O)C1C2CC[C@]2(C)C(=O)CCC12 (stereo partly drawn)	0	8	-2	-3	10	-1.0	-2	-7	-1
COC(=O)C(O)(c1ccc(N(C)S(=O)(=O)c2ccccc2)cc1)C(F)(F)F (stereo not drawn)	-3	-1	4	11	-10	2.8	-6	-4	-1
Cc1cc([P+](=O)O)c(C)n1-c1ccc(Br)cc1	-3	-4	-5	9	28	1.1	13	1	-2
O=C1NC(=O)N(c2ccc3c(c2)OCO3)C(=O)/C1=C/c1ccsc1	1	-24	-4	-3	-3	-1.8	-6	-17	0
COC(=O)c1ccc(-n2c(C)nc3ccccc3c2=O)cc1	1	-6	0	-4	1	1.0	15	-6	-4
Cc1cc(C)c(NC2=NCCCS2)c(C)c1	5	0	-1	4	-28	-0.9	9	-15	1
CCN1CCN(C(=O)COc2ccc3c(c2)C(=O)CC2(CCN(C(C)=O)CC2)O3)CC1	0	5	-4	14	21	-1.2	9	-4	4
COC(=O)C1=C(c2cccc(C#N)c2)C[C@@H]2CC[C@H]1N2C(=O)NCc1cc(C)oc1C(F)(F)F	-3	-7	-1	10	11	-1.9	9	-9	-2
COC(=O)C1=C(c2cccc(OC)c2OC)C[C@@H]2CC[C@H]1N2C(=O)NCc1cccc2ccccc12	5	-6	-7	31	-26	1.7	8	8	0
COC(=O)C1=C(c2ccc(S(C)(=O)=O)cc2)C[C@@H]2CC[C@H]1N2C(=O)NCc1cccc2ccccc12	-2	17	-3	1	-1	-1.2	12	18	-1
COC(=O)C1=C(c2ccccc2OCc2ccccc2)C[C@@H]2CC[C@H]1N2C(=O)NCCc1ccc(F)cc1	25	16	-2	30	22	0.4	30	19	-4
C=C(C)CSc1nnc([C@@H](N)Cc2ccccc2)o1	2	18	-1	6	16	0.4	15	14	-2
COc1ccc(-n2c(-c3ccccc3)nc3ccccc3c2=O)cc1	3	10	-6	9	-13	-0.1	28	6	-2
COC(=O)[C@]12OC[C@]34C([C@@H](O)[C@@H]1O)[C@]1(C)CC(=O)C(O)=C(C)[C@@H]1C[C@H]3OC(=O)[C@H](O)[C@@H]24 (stereo partly drawn)	6	6	-7	-5	35	-5.3	-7	-6	-4
CN1CCN(C(=O)COc2ccc(S(=O)(=O)NC3CCCCC3)cc2Cl)CC1	1	0	-2	-8	-15	1.7	-4	2	0
CCN(CC)C(=O)COc1cc(C)cc2oc(=O)c3c(c12)CCCC3	16	-17	-3	-15	15	0.2	12	-17	-5
COc1cc(/C=C(/C)[N+](=O)[O-])ccc1OCc1ccccc1Cl	50*	28	5	49*	95*	-11	52*	52*	-7

Next section, starting with the last 2 of the part before.
SMILES	CXCR6 block	APJ antagonist	APJ ag	tim10-1 inh	Mdm2 MdmX PPI	UPR CHOP act	tim23-1 inh	TIM10 inh	XBP1 UPR activ
CCN(CC)C(=O)COc1cc(C)cc2oc(=O)c3c(c12)CCCC3	16	-17	-3	-15	15	0.2	12	-17	-5
COc1cc(/C=C(/C)[N+](=O)[O-])ccc1OCc1ccccc1Cl	50*	28	5	49*	95*	-11	52*	52*	-7
CCOC(=O)/C(CCCN(CC)CC)=N\O	-8	5	-1	4	15	-3.4	11	5	-3
N#Cc1ccc(NC(=O)CN2C(=O)NC3(CCCC3)C2=O)cc1Cl	4	-3	2	-1	21	0.4	-1	-17	-2
O=C(NC1CN2CCC1CC2)c1ccc(-c2ccc([N+](=O)[O-])cc2)o1 (stereo not drawn)	-6	-20	-5	0	-4	1.1	-2	7	-3
CC1CCCN(C(=O)CCl)C1 (stereo not drawn)	-2	-5	3	4	20	-2.4	7	2	0
CCSc1nnc([C@@H](N)Cc2ccccc2)o1	0	3	-5	11	-19	-1.2	-3	-3	-1
Cc1cc2c(C(F)(F)F)cc(=O)oc2c2c1NCCC2	-10	-20	5	9	32	2.1	12	-16	-1
N#CSCC(=O)N1c2ccccc2CCc2ccccc21	13	22	-2	7	25	5.2	36	12	11
CC/C(=N\NC(=O)c1ccccc1O)c1c(O)n(Cc2ccccc2)c(=O)[nH]c1=O	-2	-28	-6	-8	-10	-0.8	11	2	1
COc1ccc(C(C)=O)cc1CN1CC=C(c2ccccc2)CC1	3	-4	-2	-18	-12	0.4	7	8	-1
O=C(COc1ccc2ccccc2c1)N1CCN(Cc2c[nH]c3ccccc23)CC1	-25	-12	-4	50*	22	76*	12	31	20
Cc1cc(Cl)ccc1OCC(=O)O	0	-9	10	4	-13	-1.0	-8	8	-5
C/C=C1/C[N+]2(C)CCC34C(=C(C=O)[C@H]1C[C@@H]32)Nc1ccccc14 (stereo partly drawn)	3	-8	-3	-25	19	0.7	4	-3	-6
CCOCN(C(=O)CCl)c1c(C)cccc1CC	2	8	6	25	0	0.3	19	16	-1
Cc1cccnc1-n1c(C)nc2ccccc2c1=O	4	-5	0	-1	-2	1.4	4	6	2
CN1CCN(Cc2ccccc2C(F)(F)F)CC1	2	-9	-1	7	18	-1.6	12	-13	-1
COc1ccc(NP(=O)(Oc2ccc(Cl)cc2)Oc2ccc(Cl)cc2)cc1OC	10	-22	4	13	-29	2.8	19	16	-1
CN(C)C(=O)Oc1ccc(OCc2nc3ccccc3[nH]2)cc1	-5	4	-3	19	-55	-2.6	19	16	-8
Nc1ccc2ccc3cccc[n+]3c2c1	-16	-11	2	-7	10	-2.6	-12	-8	5
NC(=O)Nc1cccc(C(F)(F)F)c1	-10	-6	0	15	0	-3.5	1	-2	1
CCOC(=O)c1ccccc1NC(=O)c1c(O)[nH]c(=S)[nH]c1=O	7	-1	8	-8	-14	-0.2	-3	0	-1

Compound profiles, as listed above. Order of screens: CXCR6 block, APJ antagonist, APJ ag, tim10-1 inh, Mdm2 MdmX PPI, UPR CHOP act, tim23-1 inh, TIM10 inh, XBP1 UPR activ
`Cc1cc([P+](=O)O)c(C)n1-c1ccc(Br)cc1` across the screens: -3, -4, -5, 9, 28, 1.1, 13, 1, -2
`COC(=O)C1=C(c2ccccc2OCc2ccccc2)C[C@@H]2CC[C@H]1N2C(=O)NCCc1ccc(F)cc1` across the screens: 25, 16, -2, 30, 22, 0.4, 30, 19, -4
`COc1ccc(-n2c(-c3ccccc3)nc3ccccc3c2=O)cc1` across the screens: 3, 10, -6, 9, -13, -0.1, 28, 6, -2

Following part.
SMILES	CXCR6 block	APJ antagonist	APJ ag	tim10-1 inh	Mdm2 MdmX PPI	UPR CHOP act	tim23-1 inh	TIM10 inh	XBP1 UPR activ
COc1ccc(CC(=O)N2CCN(C)CC2)cc1OC	-6	-12	-5	-16	22	-2.9	1	-7	-4
O=C(O)C1Cc2ccccc2N2CCCC12 (stereo not drawn)	-9	-8	0	7	-18	-0.7	17	3	-3
Nc1c(C(=O)NCCCc2ccccc2)c2nc3ccccc3nc2n1Cc1cccs1	1	20	-3	32	16	-0.1	22	12	1
COc1ccc(N2CC2c2ccncc2)cc1 (stereo not drawn)	-6	-4	-1	-17	-25	2.6	1	-10	-2
NC1C2CN3CCN(C2)CC1(c1ccccc1)C3 (stereo not drawn)	-4	-15	-4	-13	8	2.6	7	4	-2
CC(C)Sc1nnc([C@@H](N)Cc2ccccc2)o1	7	4	-4	10	14	1.2	9	8	3
Cc1ccc(C(O)(c2ccc(C)c(C)c2)C2CN3CCC2CC3)cc1C (stereo not drawn)	-2	21	-5	5	61*	2.7	1	18	-1
C/C(=N\N1CCCCCC1)c1c(O)n(C2CCCCC2)c(=O)[nH]c1=O	-9	-10	0	22	15	-1.0	20	11	1
Cn1cc(C(=O)OCC(=O)NC2CCCCC2)c2ccccc21	3	0	-4	23	16	1.1	20	13	0
Cc1nc2ccccc2c(=O)n1-c1cc([N+](=O)[O-])cc([N+](=O)[O-])c1	-18	-3	12	19	12	-0.2	19	19	-5
COc1ccc(CCn2c(O)c(/C=N/N3CCOCC3)c(=O)[nH]c2=O)cc1OC	6	-4	0	5	-8	-0.5	1	12	-4
COC(=O)C1=C(c2ccc(S(C)(=O)=O)cc2)C[C@@H]2CC[C@H]1N2C(=O)N1CCCCC1	-3	-54	-2	1	7	-1.6	23	14	-1
NS(=O)(=O)c1ccc(N=Cc2c(O)n(C3CCCCC3)c(=O)n(C3CCCCC3)c2=O)cc1	1	3	-2	24	40	2.9	52*	32	46*
CNCC(O)c1cc(OCc2ccccc2)c(OCc2ccccc2)cc1F (stereo not drawn)	-8	13	4	0	82*	0.2	9	-7	3
CC(N)Cc1ccccc1Sc1ccc(O)cc1 (stereo not drawn)	nt	5	-4	13	22	-3.1	10	-7	6
CCC1(C(=O)c2ccccc2)C2c3ccccc3OC(=O)C21C(C)=O (stereo not drawn)	1	15	1	17	-1	-0.3	10	11	-1
C[C@]12CCC3C(CC[C@@H]4CC(=O)CC[C@]34C)C1CC[C@@H]2O (stereo partly drawn)	-7	5	-7	-2	16	-1.8	30	3	-2
CCCCCCNC(=O)N[C@@H](Cc1ccc(O)cc1)C(=O)NCCC[C@H]1CN2C(=NC[C@H]2C)N1CC1CCC1	nt	10	-1	8	-27	5.4	16	7	3
C[C@]12CCC3C(CC[C@H]4C[C@@H](O)CC[C@]34C)C1C[C@@H](O)C2=O (stereo partly drawn)	1	-1	0	-214	20	5.1	-104	-290	0
Cc1nnc2ccc(-c3cccc(C(F)(F)F)c3)nn12	-10	-6	-5	23	12	0.2	32	13	-6
CCOc1ccc(-c2cc(C)[n+](CCO)c(-c3ccc(OCC)cc3)c2)cc1	-1	3	-2	24	21	0.9	18	31	-1
CN(C)C1(CNC(=O)Cc2ccccc2F)CCCCC1	-3	0	-1	-8	-3	1.7	0	13	-3
COc1ccc(-c2nn(CCC#N)cc2C(=O)Nc2ccccc2)cc1OC	-1	14	-2	10	14	3.7	9	-4	-7
O=C1CCN(C(=O)CCCn2c(=O)oc3ccccc32)CC1	1	2	-3	-6	-4	0.9	14	-3	-3
COC(=O)C(O)(c1ccc(NC(=S)NC(=O)c2ccc(Cl)cc2Cl)cc1)C(F)(F)F (stereo not drawn)	20	-8	-1	30	18	1.4	27	25	3
Cn1c2ccccc2c2cnn(CC(=O)N3CCC4(CC3)OCCO4)c(=O)c21	nt	9	5	10	-12	1.0	13	3	-1
COc1ccc2cc(C(=O)C3CCCN(C4CCOCC4)C3)ccc2c1 (stereo not drawn)	-7	11	-2	-12	4	-2.1	-37	-1	-1
